ERp5 inh = ERp5 (human) disulfide isomerase inhibition; inhibition, % at 9.99 µM; actives 0.05% (n = 350,000); Q15084; AID 651711; ERp5 insulin aggregation, absorbance 650 nm, 90 min;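 active means mean replicate inhibition above about 25%, with every replicate also reaching it, limit read from the data, passing the limit was not always enough; inconclusive means only one of those two criteria met; inactive means neither criterion met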
Target sequence (Q15084 whole entry, looked up): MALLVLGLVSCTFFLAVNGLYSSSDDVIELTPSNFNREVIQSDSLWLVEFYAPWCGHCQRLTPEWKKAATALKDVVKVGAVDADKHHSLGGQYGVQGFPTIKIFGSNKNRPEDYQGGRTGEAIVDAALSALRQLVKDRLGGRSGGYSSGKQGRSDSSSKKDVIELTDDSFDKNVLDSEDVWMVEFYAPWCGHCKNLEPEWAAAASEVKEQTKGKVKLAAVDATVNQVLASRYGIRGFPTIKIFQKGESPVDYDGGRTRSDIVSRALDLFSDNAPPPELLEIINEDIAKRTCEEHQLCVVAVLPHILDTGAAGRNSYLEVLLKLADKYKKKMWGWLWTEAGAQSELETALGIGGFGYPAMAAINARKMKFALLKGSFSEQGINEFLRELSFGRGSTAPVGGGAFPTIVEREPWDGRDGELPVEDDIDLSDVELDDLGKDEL
E-selectin induc = E-selectin induction on HUVECs; P16581; HUVEC E-selectin immunofluorescence imaging; normalized: neutral wells 0, TNF-alpha wells 100; activation, % at 7.58 µM; actives 0.37% (n = 260,000); AID 686992;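 active means mean E-selectin-positive cell signal at least 10% of the positive control, reached in at least 60% of replicates, without over 20% cell loss; inconclusive means no rule given, readout overlaps actives, possibly toxicity-flagged; inactive means the rest, including those meeting only one limit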;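 further: in these data hits start at about 27%; measured in HUVEC primary endothelial cells; signal is the percent of cells scored E-selectin positive by PE staining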
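System: HUVEC, human umbilical vein endothelial cells; quantity: 3,000 cells/well; buffer or medium: EGM-2 medium, gelatin-coated wells; dosing: single-point compound dose; detection: immunofluorescence imaging; evaluation: % PE-positive cells; benchmarks: TNF-alpha, DMSO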
RAD54 inh = blocks human RAD54 Holliday junction branch migration; Q92698; FAM/BHQ fluorescence; inhibition, % at 10.4 µM; actives 0.14% (n = 360,000); AID 602329;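 active means mean normalized replicate activity at least 40 and at least half of replicates scoring 40 or more; inconclusive means only one of the two criteria met; inactive means mean below 40 and under half of replicates reaching 40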;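 further: 0% = median of neutral control wells and 100% = median of positive control wells; inhibitors cause a drop in the FAM fluorescence signal; in these data hits start at about 50%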
RAD52 inh = inhibitors of human RAD52 DNA annealing; recombinant RAD52 DNA annealing, FRET fluorescence; actives 0.46% (n = 360,000); inhibition, % at 18.7 µM; P43351;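 active means every replicate showing at least 50% inhibition; inconclusive means mean inhibition at least 50% but not in every replicate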
Target sequence (P43351 whole entry, looked up): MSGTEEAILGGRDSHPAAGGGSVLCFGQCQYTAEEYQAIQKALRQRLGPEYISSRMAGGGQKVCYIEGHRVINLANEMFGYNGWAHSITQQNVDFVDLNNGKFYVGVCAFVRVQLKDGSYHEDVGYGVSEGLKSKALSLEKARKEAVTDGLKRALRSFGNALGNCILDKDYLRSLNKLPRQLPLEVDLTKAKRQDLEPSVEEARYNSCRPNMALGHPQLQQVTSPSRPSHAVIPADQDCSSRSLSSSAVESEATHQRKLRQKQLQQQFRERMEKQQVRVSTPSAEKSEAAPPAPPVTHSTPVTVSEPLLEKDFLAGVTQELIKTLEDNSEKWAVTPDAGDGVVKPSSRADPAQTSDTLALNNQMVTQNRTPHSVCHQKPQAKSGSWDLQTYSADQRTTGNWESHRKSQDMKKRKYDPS
ARNT TACC3 PPI = disruptors of human ARNT/TACC3 interaction; actives 0.66% (n = 390,000); Q9Y6A5; AlphaScreen His-ARNT PAS-B/GST-TACC3 binding, luminescence; TACC3 fragment carries E629A point mutation; inhibition, % at 9.99 µM;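 active means mean inhibition of replicates at least 50% and at least half of replicates each reaching 50%; inconclusive means half or more replicates reach 50% but mean below 50%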;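 further: 0% = complete ARNT plus TACC3 wells and 100% = ARNT alone without TACC3; many hits fall short of the cut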
PglD DTNB = inhibitors of Campylobacter jejuni PglD acetyltransferase; purified PglD enzyme, DTNB colorimetric CoA detection; inhibition, % at 12.5 µM; actives 0.098% (n = 360,000); AID 602405; in the data active means inhibition above about 16%, passing the limit was not always enough; inconclusive means no clear call, values can overlap the other calls; further: strong numbers were not always called active
CASP6 VEID inh = inhibitors of human caspase-6. P55212. purified caspase-6, Z-VEID-R110 cleavage fluorescence. inhibition, % at 12.5 µM. actives 0.53% (n = 350,000). AID 686996;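 active means mean inhibition across replicates at least about 35%, with every replicate also reaching that limit, limit read from the data; inconclusive means only one of the two criteria met; inactive means neither criterion met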;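 further: 0% = median of neutral control wells and 100% = no fluorescence left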
esBAF inh = SWI/SNF esBAF complex inhibition; mouse ES cells, Bmi1-luciferase knock-in reporter, 24 h; 100% = twice the neutral-well signal; reporter increase, % at 12.5 µM; actives 2% (n = 350,000); in the data active means activation above about 40%; inconclusive means no clear call, values can overlap the other calls;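 further: 0% = median of the plate's neutral control wells and 100% = double that signal; a rise in the Bmi1 reporter signal indicates esBAF inhibition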
* hit, by the source's call; ? = inconclusive; / = not tested or not shown; & = joins results of further samples.

entry	molecule	ERp5 inh	E-selectin induc	RAD54 inh	RAD52 inh	ARNT TACC3 PPI	PglD DTNB	CASP6 VEID inh	esBAF inh
1	O=C(C1CCOCC1)N1CC(=O)N2[C@H](CO)[C@@H](c3ccc(Br)cc3)[C@@H]2C1	3	-0.2	/	-4	/	/	1	/
2	COCC(=O)N(C)C[C@@H]1Oc2ncc(C#Cc3ccc(OC)cc3)cc2C(=O)N([C@@H](C)CO)C[C@@H]1C	3	-0.2	9	-8	-11	-2	3	-2
3	N#Cc1ccc(OCC(=O)NCC2(N3CCCCC3)CCCCC2)cc1	3	/	-3	-18	-1	0	-3	-6
4	COC(=O)C1C2C=CC3(CN(C(C)C)C(=O)C13)O2 (centres undefined)	5	0.1	3	-14	-27	-3	0	0
5	CN(C)CC(=O)Nc1ccc2c(c1)[C@H]1C[C@H](CC(=O)NCc3ccncc3)O[C@H](CO)[C@H]1O2	-3	0.2	4	-16	2	-2	4	-6
6	COc1ccc(/C=N/NC(=O)c2ccc(COc3cccc4cccnc34)cc2)cc1O	4	/	4	-29	0	7	-3	17
7	COc1ccc(S(=O)(=O)N2C[C@@H](O)COC[C@H]3O[C@@H](CC(=O)NCc4ccc(Cl)c(Cl)c4)CC[C@@H]32)cc1	-2	0.1	-11	-11	-10	-2	-1	2
8	Cc1cccc(C(=O)NCCCNC(=O)c2ccco2)c1	7	/	8	3	-4	-2	2	-3
9	CC(C)c1ccc(S(=O)(=O)N2CCN(C(=O)C3CCN(C(=O)c4ccc(F)cc4)CC3)CC2)cc1	2	-0.2	6	-11	16	-1	3	-5
10	COC(=O)C(CC#Cc1ccc2c(c1)[C@]1(C(=O)N2)[C@H](C(=O)NC[C@H](O)c2ccccc2)[C@H]2C(=O)O[C@H](c3ccccc3)[C@H](c3ccccc3)N2[C@@H]1c1ccccc1OCCO)C(=O)OC	-3	/	-11	4	27	-2	1	/
11	Cc1ccc2[nH]c3nc(SCCN4CCOCC4)nnc3c2c1	/	/	2	/	3	-4	/	36
12	CCc1ccc(NC(=S)N(CCN(C)C)C(C)c2ccncc2)cc1 (centres undefined)	-5	6.6	/	-3	-3	/	-3	3
13	CSCCC(NC(=O)c1ccco1)c1nc2ccccc2[nH]1 (centres undefined)	0	/	-8	-2	-1	2	-5	-2
14	COc1ccccc1N=Nc1c(C)[nH]n(-c2ccccc2)c1=O	0	/	-17	-6	-9	-6	0	3
15	Cc1cc(C(=O)Cn2c(CO)nc3ccccc32)c(C)n1C	-4	3.2	4	-17	1	-4	1	7
16	O=C(Nc1ccc(Cl)c(C(=O)N2CCOCC2)c1)c1ccccc1	5	/	0	-18	6	-3	0	/
17	COc1ccc(NC(=O)CCS(=O)(=O)c2ccc3c(c2)CCCN3C(C)=O)cc1	/	/	-3	/	0	-7	/	-1
18	Cc1occc1C(=O)Nc1sccc1C(N)=O	5	0.3	-6	-6	-1	8	5	/
19	COc1ccc(S(=O)(=O)N(C)C[C@@H]2OCCCC[C@@H](C)Oc3ccc(NC(=O)Nc4ccccc4)cc3C(=O)N([C@@H](C)CO)C[C@H]2C)cc1	/	0.0	-8	/	10	3	/	0
20	C[C@@H]1CCCCO[C@@H](CN(C)Cc2ccc3c(c2)OCO3)[C@H](C)CN([C@H](C)CO)C(=O)c2cc(NC(=O)Nc3ccc(C(F)(F)F)cc3)ccc2O1	-3	0.0	-3	-12	9	-4	0	3
21	COC(=O)c1cc2ccsc2n1Cc1ccccc1F	-3	/	5	-8	-4	-2	-3	8
22	O=C(Nc1ccc(F)c(Cl)c1)c1cc(C2CCCCN2C(=O)c2cccs2)on1 (centres undefined)	8	-0.3	4	5	/	0	-3	3
23	COc1ccc(C2CC(=O)Oc3c(C(C)C)ccc(C)c32)cc1 (centres undefined)	-2	0.2	-2	1	-4	-4	2	-4
24	COc1cc(CCC(=O)N2CCN(c3ccccc3)CC2)cc(OC)c1OC	2	0.4	-19	-10	-15	0	1	-4
25	Cc1ccc(C(=O)Nc2nnc(CC(=O)N/N=C/c3ccc(O)c(O)c3)s2)cc1	0	0.5	5	-11	-29	4	10	10
26	C/C=C/c1ccc([C@@H]2[C@@H](CO)N(C(=O)c3ccccc3)[C@@H]2CNC(C)C)cc1	-2	0.1	-2	-15	6	0	/	3
27	CCOc1ncccc1C(=O)Nc1nnc(C2CC2)s1	1	/	/	-14	-6	/	-2	/
28	CC(=O)N(C(C)=O)S(=O)(=O)c1ccc(N=NN2CCCCC2)cc1	5	/	-3	-5	-2	0	-2	/
29	COc1ccc(/C=N/NC(=O)CC(=O)NCCc2ccccc2)cc1OC	/	/	-6	/	1	1	/	6
30	COc1ccc(NC(=O)CN(C)CC(=O)Nc2cccc(S(=O)(=O)N(C)c3ccccc3)c2)cc1	-2	?	4	-11	21	-4	10	12
31	COc1ccc(C2CC(=O)c3sc(N)nc3C2)cc1 (centres undefined)	/	/	-11	/	-31	2	/	8
32	CC1CCc2[nH]c3ccc(C(=O)O)cc3c2C1 (centres undefined)	-4	/	2	-9	11	3	48*	0
33	COC(=O)c1c(NC(=O)COC(=O)CCNS(=O)(=O)c2ccc(NC(C)=O)cc2)sc(C)c1C	0	/	/	-15	1	/	-4	/
34	O=C(N1CCCC1)N1CCN(S(=O)(=O)c2ccccc2)CC1	3	0.0	/	10	7	/	-3	-6
35	CC(C)(C)OC(=O)N1Cc2[nH]c3ccccc3c2C[C@@H]1C(=O)O	-1	0.6	-6	-11	3	4	8	-8
36	O=C(NCc1ccco1)C1Cc2ccccc2CN1C(=O)c1ccco1 (centres undefined)	2	/	/	-14	-30	/	6	1
37	COc1ccc([C@H]2CC(=O)C=C(c3cc(F)ccc3OC)C2)cc1	2	0.2	4	-17	-7	2	-1	-7
38	COCC1CCN(C(=O)CCc2nnc(C3(c4ccc(Cl)cc4)CCC3)o2)CC1	4	-0.9	-11	5	-7	1	1	-7
39	CNC[C@@H]1Oc2ccc(NC(=O)c3ccncc3)cc2C(=O)N([C@H](C)CO)C[C@H]1C	0	-0.2	-2	-12	5	-1	2	-3
40	C[C@@H]1ON(C)[C@H]2C[C@H]3c4cc(Nc5ccccc5)ccc4CCN3C[C@@H]12	-2	0.5	/	3	/	/	-8	/
41	CCc1ccc2[nH]c(=O)c(CN(CCN(C)C)C(=S)NCc3ccco3)cc2c1	?	0.1	/	-28	7	/	-1	/
42	CCC1=NN2C(=N)/C(=C\c3cccn3-c3cccc(Cl)c3)C(=O)N=C2S1	1	0.1	/	-74	2	/	7	/
43	O=C(Nc1cnn(C23CC4CC(CC(C4)C2)C3)c1)c1cc(-c2ccccc2)on1	/	/	-1	/	0	2	/	0
44	C/C=C/c1ccc([C@H]2[C@@H](CO)N(C(=O)C3CC3)[C@H]2CN(C)S(C)(=O)=O)cc1	-5	0.0	/	-6	/	/	2	/
45	O=[N+]([O-])c1ccccc1C1Nc2cccc3cccc(c23)N1	/	/	11	/	4	0	/	-9
46	O=C(C[C@H]1C[C@H]2c3cc(NC(=O)NC4CCCCC4)ccc3O[C@H]2[C@@H](CO)O1)NCC(F)(F)F	5	3.6	-2	-6	-1	-2	-2	-3
47	CO[C@H]1CN(C)C(=O)c2cc(NC(=O)c3cc(C)on3)ccc2OC[C@@H](C)N(C(=O)C2CC2)C[C@H]1C	-1&-5	0.1&5.8	-3	2&-15	-10	-42	9&5	-7
48	COc1cccc(CNc2nc3cc(-c4ccc(F)cc4)sc3c(=O)n2C)c1OC	3	/	2	-1	/	4	-1	8
49	O=S(=O)(c1ccc(Cl)cc1)N1CCC(O)(c2cccnc2)CC1	/	/	-14	/	22	-3	/	-2
50	Cc1ccc(CN2CCN(Cc3nc4ccccc4nc3C)CC2CCO)cc1 (centres undefined)	-3	0.2	-18	-22	3	3	0	-6

Other compounds:
entry	molecule	ERp5 inh	E-selectin induc	RAD54 inh	RAD52 inh	ARNT TACC3 PPI	PglD DTNB	CASP6 VEID inh	esBAF inh
51	NC(N)=N/N=C/c1ccc(OS(=O)(=O)c2ccccc2)cc1	-2	1.2	6	-1	0	1	16	8
52	Clc1ccc(-c2nnc3sc(Cc4cccs4)nn23)cc1	/	/	-6	/	-10	-3	/	3
53	CCCC(=O)Nc1ccc2c(c1)C(=O)N(C)C[C@@H](OC)[C@@H](C)CN(CCc1ccccc1)[C@H](C)CO2	1	-0.1	-6	-2	-1	0	-1	2
54	CC(C)(O)C#Cc1ccc([C@@H]2[C@@H](CO)N3CCCCN(C(=O)c4cccnc4)C[C@@H]23)cc1	-7	-0.1	5	-9	-4	3	-2	/
55	O=C(O)CCCN1C(=O)c2ccc(C(=O)c3cccc([N+](=O)[O-])c3)cc2C1=O	-4	0.3	0	-16	6	-10	0	0
56	C[C@@H]1CN([C@@H](C)CO)C(=O)Cc2cc(NC(=O)C3CC3)ccc2O[C@@H]1CN(C)Cc1ccncc1	0	-0.5	-3	-3	31	2	0	0
57	Cc1ccc(NC(=O)CSc2nnnn2C)cc1S(=O)(=O)N1CCCCC1	8	0.0	-3	-9	/	5	24	2
58	COc1cccc(S(=O)(=O)N2CCCCN3[C@H](CO)[C@H](c4ccc(C#CCC(C)C)cc4)[C@@H]3C2)c1	1	-0.1	-8	-1	-2	1	0	2
59	CCCCCC(=O)Nc1ccc2oc(-c3cncc(Br)c3)nc2c1	/	/	4	/	0	-5	/	-8
60	C=CCn1c(COc2ccccc2)nnc1SCC(=O)C(C)(C)C	/	/	0	/	3	2	/	7
61	O=[N+]([O-])c1nn(-c2ccc3c(c2)OCCO3)n(O)c1=NC1CCCCC1	/	/	5	/	8	2	/	?
62	CC1=C(C(=O)Nc2ccc(C(=O)NCCCN3CCCCC3C)cc2)SCCO1 (centres undefined)	-4	-0.3	-11	-2	/	2	-39	5
63	C[C@H](NC(=O)c1nc[nH]c1C(=O)NCc1ccc(CNC(=O)OC(C)(C)C)cc1)C(=O)OCc1ccccc1	/	0.4	7	/	-9	1	/	5
64	Cc1nn(-c2ccccc2)c(N)c1N=Nc1ccc(Cl)cc1	-1	-5.5	5	-16	/	-12	3	80*
65	N/C(=N\OC(=O)/C=C/c1ccccc1Cl)c1cccnc1	1	/	-2	1	/	-5	-2	/
66	C[C@H](CO)N1C[C@H](C)[C@H](CN(C)S(C)(=O)=O)Oc2ncc(C#CCN(C)C)cc2C1=O	6&-1	0.0	5&12	-3&-4	5&-7	-5&2	1&1	-2&-2
67	COc1ccc([C@H]2CC(=O)C=C(c3cc(Cl)ccc3C)C2)cc1	-2	0.5	10	-3	-7	-2	-1	-3
68	CCOc1ccc(Cl)cc1S(=O)(=O)N1CCN(c2ccc(C)c(C)c2)CC1	3	/	-5	-7	-7	-3	-1	-7
69	CCC(=O)Nc1ccc2c(c1)C(=O)N(C)[C@@H]1CC[C@H](CC(=O)NCCCN(C)C)O[C@@H]1CO2	0	0.1	-2	3	-2	-3	-2	8
70	C=Cn1c(N2CCOCC2)nc2c1c(=O)[nH]c(=O)n2C	/	/	-2	/	6	3	/	-15
71	CCCC#Cc1ccc2c(c1)O[C@H](CN(C)CC1CC1)[C@H](C)CN([C@@H](C)CO)S2(=O)=O	4	-0.2	-10	0	0	1	3	-10
72	CO[C@H]1CN(C)C(=O)c2cc(NC(=O)Nc3ccccc3)ccc2OC[C@@H](C)N(CC2CC2)C[C@@H]1C	2	0.1	7	-1	-5	-2	/	10

High-throughput results from PubChem.
